PLC-gamma1 inh: PLC-gamma1 enzyme inhibitors, primary screen, biochemical, fluorescence, purified enzyme | 1-phosphatidylinositol 4,5-bisphosphate phosphodiesterase gamma-1 (Homo sapiens), P19174 | fluorogenic substrate | hit rate 0.84% among 370,000 | AID 720700, 2013 | inhibition, % at 12.2 µM; in the data active = inhibition above about 9.5%
ADAM17 inh: ADAM17 inhibitors, primary screen, biochemical, QFRET; Disintegrin and metalloproteinase domain-containing protein 17 (Homo sapiens), P78536; recombinant ADAM17, EDANS/DABCYL FRET peptide cleavage; inhibition, % at 6.95 µM; hit rate 0.83% among 370,000;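 active = inhibition above the mean of compounds lying between control limits plus 3 SD, set per campaign, cut at about 8.5% in these data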;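 also: 0% = DMSO-only wells as the low control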
hcDAF12 agonist: H. contortus DAF-12 nuclear receptor activators, primary screen, cell-based, luminescence, HEK293, lit1-tk-luc reporter | HEK293 hcDAF-12 lit1-tk-luc reporter; 0% DMSO, 100% Δ7-dafachronic acid | activation, % at 6.8 µM | hit rate 1.4% among 370,000 | AID 652067, 2013;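 active = activation above the mean of all tested compounds plus 3 SD, cut at about 5.5% in these data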;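 also: 100% = response to 3 µM Δ7-dafachronic acid high control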
SMARCA2 activ: SMARCA2 (BRM) function activators, primary screen, cell-based, luminescence, high throughput. MG213 cells, MMTV-luciferase reporter, dexamethasone, overnight. activation, % at 9.1 µM. hit rate 1% among 370,000. AID 652017, 2013; in the data active = activation above about 7.8%;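 also: 0% = vehicle wells and 100% = reference activator wells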
DAX1 inh-1: DAX1 (NR0B1) inhibitors, primary screen, cell-based, HEK293, Gal4-DAX1, luciferase luminescence. HEK293 Gal4-DAX1 luciferase reporter. Nuclear receptor subfamily 0 group B member 1 (Homo sapiens), P51843. inhibition, % at 6.75 µM. AID 504766, 2011. hit rate 0.99% among 340,000;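 active = inhibition above the mean over all tested compounds plus 3 SD, cut at about 4.2% in these data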;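 also: 0% = DAX1-transfected cells with DMSO and 100% = empty-vector control cells with DMSO; inhibition shows as a rise in luminescence from relieved DAX1 repression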
PLCb3 inh: human PLC-beta3 inhibitors, primary screen, biochemical, fluorescence; 1-phosphatidylinositol 4,5-bisphosphate phosphodiesterase beta-3 (Homo sapiens), Q01970; Purified PLC-beta3, fluorogenic substrate; inhibition, % at 12.2 µM; hit rate 0.18% among 370,000; AID 720704, 2013; in the data active = inhibition above about 11%;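 also: 0% = median of compound wells on plate and 100% = full blocker control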
DAX1 inh-2: DAX1 (NR0B1) inhibitors on StAR promoter, primary screen, cell-based, luminescence, SF-1 (NR5A1), full-length DAX-1; HEK293T StAR-luciferase reporter, SF-1/DAX-1 repression relief; hit rate 1.1% among 370,000; AID 652010, 2013; inhibition, % at 6.8 µM;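 active = inhibition above the mean over all tested compounds plus 3 SD, cut at about 3.6% in these data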;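 also: 0% = DAX-1 cells with DMSO and 100% = cells lacking DAX-1 with DMSO; higher inhibition means more luminescence from relief of DAX-1 repression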
hgDAF12 agonist: H. glycines DAF-12 receptor agonists, primary screen, cell-based, luminescence, HEK293, GAL4 fusion, UAS-luciferase | Nuclear hormone receptor DAF-12 (Heterodera glycines), GAL4 fusion | HEK293 GAL4-hgDAF12 UAS-luciferase reporter, agonist luminescence; normalized to butyrate control | activation, % at 6.8 µM | hit rate 1.8% among 370,000;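 active = activation above a cutoff set at the mean of all screened compounds plus 3 SD, cut at about 10% in these data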;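 also: 0% = DMSO wells and 100% = sodium butyrate wells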
ssDAF12 agonist: S. stercoralis DAF-12 nuclear receptor activators, primary screen, cell-based, luminescence, HEK293, GRIP1 co-expression, lit1-tk-luc; Nuclear hormone receptor DAF-12 (Strongyloides stercoralis); HEK293 ssDAF-12/GRIP1 lit1-tk-luc reporter; % of 3 µM dafachronic acid response; activation, % at 6.8 µM; hit rate 1% among 370,000; AID 652126, 2013;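 active = activation above the mean over all tested compounds plus 3 SD, cut at about 0.9% in these data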;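 also: 0% = DMSO-only wells and 100% = 3 µM delta7-dafachronic acid wells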
Rev-erbA mod: modulators of Rev-erb alpha DNA binding, primary screen, biochemical, FITC-DNA, fluorescence polarization, uHTS | AID 1259318, 2017 | activity, % at 10 µM | hit rate 0.79% among 370,000 | Rev-erbα–FITC-DNA binding, 90 min;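 active = activity above about 14%, limit read from the data; passing the limit was not always enough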;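 also: 0% = DMSO wells with 35 nM protein and 100% = DMSO wells with 750 nM protein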
Target sequence (P20393 whole entry, looked up): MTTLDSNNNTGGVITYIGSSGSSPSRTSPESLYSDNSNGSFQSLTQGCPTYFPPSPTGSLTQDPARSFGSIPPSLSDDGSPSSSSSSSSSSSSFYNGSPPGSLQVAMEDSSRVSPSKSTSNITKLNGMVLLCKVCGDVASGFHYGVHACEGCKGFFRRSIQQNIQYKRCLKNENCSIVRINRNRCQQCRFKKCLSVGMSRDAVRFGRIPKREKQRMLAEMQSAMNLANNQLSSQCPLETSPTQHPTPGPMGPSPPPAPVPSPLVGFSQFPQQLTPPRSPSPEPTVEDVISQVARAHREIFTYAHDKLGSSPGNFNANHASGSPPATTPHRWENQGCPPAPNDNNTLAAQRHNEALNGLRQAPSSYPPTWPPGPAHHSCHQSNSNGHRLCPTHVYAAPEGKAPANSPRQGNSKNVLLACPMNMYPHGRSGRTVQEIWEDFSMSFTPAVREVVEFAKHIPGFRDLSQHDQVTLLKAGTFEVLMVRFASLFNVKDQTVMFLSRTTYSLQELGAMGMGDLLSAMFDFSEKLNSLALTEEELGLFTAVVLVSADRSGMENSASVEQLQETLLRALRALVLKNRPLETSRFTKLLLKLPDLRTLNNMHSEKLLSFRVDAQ
MBD2 DNA inh: inhibitors of MBD2 binding to methylated DNA, primary screen, biochemical, TR-FRET, DNA-binding domain, human; AID 686964, 2013; Methyl-CpG-binding domain protein 2 (Homo sapiens), Q9UBB5; hit rate 0.31% among 370,000; inhibition, % at 4.4 µM; MBD2 binding to methylated oligonucleotide; in the data active = inhibition above about 13%
Target sequence (Q9UBB5 whole entry, looked up, the tested form may be a part): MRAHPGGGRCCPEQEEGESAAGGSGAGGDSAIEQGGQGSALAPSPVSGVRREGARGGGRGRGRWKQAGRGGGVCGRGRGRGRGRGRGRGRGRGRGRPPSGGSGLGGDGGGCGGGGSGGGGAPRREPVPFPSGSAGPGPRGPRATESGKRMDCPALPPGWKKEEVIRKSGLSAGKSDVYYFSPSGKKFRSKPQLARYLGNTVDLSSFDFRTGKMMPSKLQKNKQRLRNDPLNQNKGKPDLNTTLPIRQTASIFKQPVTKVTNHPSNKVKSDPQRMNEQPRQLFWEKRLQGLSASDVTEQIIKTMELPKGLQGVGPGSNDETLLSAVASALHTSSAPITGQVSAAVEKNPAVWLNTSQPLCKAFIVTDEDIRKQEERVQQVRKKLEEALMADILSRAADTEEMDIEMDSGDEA
* = called active by the depositor; · = not tested or not shown; & = joins results of further samples.

SMILES | PLC-gamma1 inh | ADAM17 inh | hcDAF12 agonist | SMARCA2 activ | DAX1 inh-1 | PLCb3 inh | DAX1 inh-2 | hgDAF12 agonist | ssDAF12 agonist | Rev-erbA mod | MBD2 DNA inh
CCC(=NCCc1c(C)[nH]c2ccc(C)cc12)C1=C(O)CC(c2ccccc2)CC1=O (stereo not drawn) | 1.0 | 3.6 | -1.3 | -0.6 | 0.3 | 3.8 | -1.5 | 2.1 | -0.5 | 6.7 | -3.6
O=C1NC(c2ccc(-c3ccccc3[N+](=O)[O-])o2)C(C(=O)c2ccccc2)C(O)(C(F)(F)F)N1 (stereo not drawn) | -1.9 | -0.1 | -0.9 | 0.4 | -1.6 | 11.4* | -0.6 | -2.9 | -2.0 | 0.6 | -1.4
O=c1[nH]c(Sc2ccc([N+](=O)[O-])cc2[N+](=O)[O-])nc2ccccc12 | 2.5 | -2.7 | 2.1 | -1.9 | -0.4 | -3.0 | -0.1 | -4.0 | -1.4 | 5.7 | 0.4
NC(=O)c1ccsc1NC(=O)CSc1nnc2ccccn12 | -0.7 | -3.2 | -0.9 | 0.5 | 0.8 | -7.4 | 0.5 | 3.6 | -1.6 | -0.8 | 0.8
O=C(CCOc1ccccc1)Nc1ccnn1C1CCN(C(=O)CCC(F)(F)F)CC1 | 4.5 | -4.1 | -0.9 | 1.1 | 0.2 | -8.9 | -0.1 | 1.8 | -0.7 | -5.2 | 2.2
Cc1ccc(-c2nnn(CC(=O)NC3CCCc4ccccc43)n2)cc1 (stereo not drawn) | -0.7 | -3.6 | -0.7 | -2.0 | -0.1 | -1.9 | -0.5 | 4.0 | -1.1 | 3.2 | 2.1
Cc1ccc(-c2nc3ccccc3[nH]2)cc1NC(=O)/C=C/c1ccco1 | -5.2 | -6.7 | -0.3 | 1.5 | 0.3 | -10.2 | -0.2 | 2.5 | -1.1 | 3.2 | 1.0
COC(=O)c1ccccc1NS(=O)(=O)c1ccc2c3c(cccc13)C(=O)N2 | -255.9 | -25.5 | -1.1 | -1.7 | 0.2 | -259.1 | -0.2 | 0.0 | -2.0 | 7.3 | 3.6
CCN(CC)c1ccc(N)cc1S(=O)(=O)Nc1ccccc1OC | 0.1 | 3.9 | -2.2 | -4.6 | 0.4 | -3.2 | -0.3 | -2.8 | -0.5 | 3.1 | -2.6
COc1ccc(Cl)cc1S(=O)(=O)N1CCN(C(=O)CSc2nc3ccccc3nc2N2CCCC2)CC1 | -11.9 | 3.1 | -1.9 | -2.1 | · | -20.4 | -2.1 | -1.6 | -1.5 | 8.1 | -3.0

2 compounds from above, limited to PLC-gamma1 inh, PLCb3 inh and MBD2 DNA inh:
molecule | PLC-gamma1 inh | PLCb3 inh | MBD2 DNA inh
O=C1NC(c2ccc(-c3ccccc3[N+](=O)[O-])o2)C(C(=O)c2ccccc2)C(O)(C(F)(F)F)N1 (stereo not drawn) | -1.9 | 11.4* | -1.4
O=c1[nH]c(Sc2ccc([N+](=O)[O-])cc2[N+](=O)[O-])nc2ccccc12 | 2.5 | -3.0 | 0.4

New compounds follow:
SMILES | PLC-gamma1 inh | ADAM17 inh | hcDAF12 agonist | SMARCA2 activ | DAX1 inh-1 | PLCb3 inh | DAX1 inh-2 | hgDAF12 agonist | ssDAF12 agonist | Rev-erbA mod | MBD2 DNA inh
CCCCc1cc(=O)oc2cc(C)cc(OCC(=O)N[C@@H](CSCc3ccccc3)C(=O)O)c12 | -109.3 | -83.2 | -1.3 | 0.1 | 2.8 | -149.9 | -0.1 | -1.3 | -1.0 | 4.9 | 0.3
Cc1cc(NCc2ccccn2)n2ncc(-c3ccccc3)c2n1 | -155.8 | -16.7 | 5.1 | -3.0 | 4.7* | -204.9 | 2.8 | 12.4* | 1.3* | -0.6 | -4.4
CCN1C(=O)CS/C1=C(\C#N)S(=O)(=O)c1ccccc1 | -11.4 | -0.8 | -1.7 | -0.4 | 0.0 | -12.5 | -0.6 | 1.9 | -1.3 | -4.7 | -6.1
CC(NC(=O)c1ccc(Br)s1)c1ccncc1 (stereo not drawn) | 1.7 | -6.3 | 2.0 | -0.4 | 0.4 | -9.7 | -1.9 | -1.1 | -2.2 | -2.4 | 6.6
COC(=O)c1ccc(NC(=O)CSc2nnc(C)n2-c2ccccc2)cc1 | 4.5 | 1.3 | 0.1 | -1.0 | -1.9 | 3.0 | 0.6 | -2.9 | -1.8 | 0.0 | -1.3
Cc1cc(Cl)ccc1OCc1cn2cccnc2n1 | -46.7 | -15.9 | 2.3 | 5.7 | 1.4 | -81.1 | 8.0* | 10.7* | -1.3 | 0.1 | 3.6
C[C@H](O)[C@@H]1C(=O)N2CCc3ccc(N4CCN(C)CC4)cc3[C@@H]2C[C@@H]1N(C)C(=O)c1cccnc1 | -34.2 | -6.7 | -1.2 | -5.7 | 1.6 | -39.5 | -0.2 | 3.8 | -1.3 | -4.5 | -5.8
CCCc1cc(=O)[nH]c(SCC(=O)N2CCN(S(=O)(=O)c3ccc(C)cc3C)CC2)n1 | -1.0 | -0.1 | -1.3 | -2.4 | -0.3 | 1.6 | 0.5 | -1.7 | -1.7 | 2.6 | 3.7
COc1cc(-n2c(C)nc3cccnc32)c(Cl)cc1C(=O)O | 3.9 | -4.8 | 1.7 | 2.1 | 0.8 | -9.8 | 0.1 | -1.0 | -0.9 | 1.5 | -4.9
CCOC(=O)c1ccc(-n2cncn2)nc1 | 1.4 | -0.7 | -0.4 | -4.1 | 0.6 | 2.1 | -0.1 | -1.2 | -0.9 | 3.1 | 1.4
CCOc1ccc(NC(=O)COC(=O)Cc2ccsc2)cc1 | 0.3 | -3.4 | 0.5 | -1.3 | 0.6 | -8.2 | -2.2 | 0.8 | -1.1 | 6.3 | -2.2
CSc1ccccc1NC(=O)CN(C)C(C)C(=O)Nc1ccc(C#N)cc1 (stereo not drawn) | 2.1 | 2.8 | -1.8 | -0.9 | -1.6 | -1.8 | -0.5 | -1.1 | -1.9 | 2.7 | -1.1
Cc1sc2nc(CSCC(=O)Nc3ccccc3C#N)[nH]c(=O)c2c1C | -44.1 | -11.3 | 3.1 | 5.2 | 0.0 | -44.6 | 0.2 | -0.4 | -1.2 | 14.5 | -0.1
CC#CCN1c2ccccc2[C@]23C[C@@H](C(=O)OC)N(C(=O)NC4CCCCC4)C2=NC(C(=O)OC)=C(C(=O)OC)[C@H]13 | 3.4 | 2.8 | 0.1 | -0.1 | 1.6 | 9.9 | -0.2 | 0.6 | -0.8 | -0.8 | -6.4
CC1=CC(C)(C)N(C(=O)CSc2nnc(-c3ccc(C)cc3)o2)c2ccc(C)cc21 | 0.3 | -0.7 | -1.2 | -1.4 | -0.1 | -5.1 | 0.6 | -2.0 | -0.6 | 1.2 | 3.0
CCn1c2ccccc2c2cc(NC(=O)CSc3nnc(-c4cccc(OC)c4)n3N)ccc21 | 2.4 | -1.2 | -2.8 | -3.7 | -1.0 | 1.1 | -1.8 | -6.6 | -2.0 | 6.6 | -1.5
COc1cccc(C(NC(C)=O)c2nc(-c3ccc(C)c(C)c3)cs2)c1 (stereo not drawn) | 2.4 | 6.6 | -0.6 | 1.5 | · | 0.1 | -0.6 | -2.3 | -1.0 | -7.3 | 3.2
Nc1cc2c3c(cccc3c1)C(=O)N(CCN1CCCC1)C2=O | -148.8 | -0.4 | 16.0* | 19.9* | -0.9 | -196.8 | -0.9 | -6.0 | 1.8* | -15.7 | 6.2
COc1ccc2c(c1)CN1CN(Cc3ccccc3)S(=O)(=O)CC21 (stereo not drawn) | -11.2 | -6.8 | -0.2 | -2.0 | · | -15.2 | 0.0 | 3.0 | -1.7 | 7.2 | -4.3
O=Cc1ccc(N2CCCCC2)cc1 | 0.3 | -1.1 | -1.1 | -3.0 | 0.4 | 0.3 | -0.1 | 2.1 | -1.6 | 1.5 | -2.2
Cc1nnc(SCc2cc(=O)[nH]c(N3CCCCC3)n2)s1 | -2.4 | -2.0 | -1.1 | -2.1 | -0.1 | -1.5 | 0.6 | -1.4 | -1.6 | -0.6 | -2.2
COCCSc1ccccc1C(=O)N1CCCC(C)C1 (stereo not drawn) | -1.2 | 1.1 | -0.8 | -0.1 | 0.8 | -1.1 | -0.4 | -2.7 | -0.6 | 2.2 | -4.5
Cc1cccc(N/C(N)=N/c2nc3c(c(=O)[nH]2)CCCC3)c1 | -0.6 | -5.5 | -2.0 | -3.2 | 1.1 | 0.2 | -0.5 | 1.4 | -1.7 | 0.3 | 6.3
N#Cc1ccccc1CSc1nc2ncc(Br)cc2[nH]1 | 4.8&0.8 | -5.5&-0.8 | 1.0&0.9 | -1.5&2.0 | 0.3 | 0.2&-2.4 | 0.2&-0.3 | 1.7&-0.6 | -1.4&-1.4 | 9.5&9.9 | 5.9&-1.8
CNc1cc(C)nc(N2CCOCC2)n1 | -8.7 | -28.6 | 1.9 | 8.7* | -0.8 | -19.0 | 3.0 | 7.5 | -0.2 | -2.2 | -1.1
COc1ccccc1NS(=O)(=O)c1cccc(NS(=O)(=O)c2cc(C(=O)O)ccc2Cl)c1 | -1.6 | -5.7 | 0.1 | -0.2 | 3.8 | 1.6 | 0.3 | 0.1 | -0.7 | 3.5 | 2.0
CCC(C)c1ccccc1NC(=O)C(C)N(C)Cc1cccc(OC)c1 (stereo not drawn) | 2.1 | -3.5 | 0.3 | -2.9 | -1.0 | -8.3 | 0.8 | 0.0 | -1.2 | 2.9 | 0.9
COc1ccc(Cl)cc1Nc1nc(N)c2ccccc2n1 | -17.1 | -0.2 | 5.5 | -1.7 | 0.5 | -23.0 | -0.1 | 6.1 | 0.9 | 3.9 | 2.3
COc1ccc(C2C(C#N)=C(N)OC3=C2C(=O)CC(C)(C)C3)c(OC)c1OC (stereo not drawn) | 0.6 | -1.9 | -1.6 | -2.0 | 1.2 | -0.2 | -0.7 | 0.7 | -1.3 | 1.0 | -0.7
CCOC(=O)C1(CCOc2ccccc2)CCN(Cc2ccc(NC(C)=O)cc2)CC1 | 0.0 | -1.5 | -2.6 | -3.1 | 3.3 | -0.3 | -0.1 | -4.1 | -1.6 | 1.6 | 0.0
COc1ccc(C(c2nnnn2CCc2ccccc2)N2CCN(C3CCCC3)CC2)cc1 (stereo not drawn) | 0.4 | -3.3 | -1.4 | -0.4 | 0.7 | 2.9 | 0.4 | 0.3 | -1.2 | 6.2 | -1.0

Compound activity: PubChem BioAssay, several laboratories
